# CRFR2-BP ag = CRF-BP/CRF-R2 complex agonism. HEK293 CRF-R2/CRF-BP, calcium dye fluorescence (FLIPR); percent of saturating CRF peptide response. 0.46% of 350,000 active. AID 588473. activation, % at 13.2 µM;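 active = activation of at least 50%, plus an integration ratio under a set limit after plate pattern correction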;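 also: plate controls were neutral control wells without compound for no effect and CRF at EC100 for full effect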
# IDE act = IDE (human) activation, cell-based; HEK cells, FAbeta-B cleavage, fluorescence polarization; 0% vehicle, 100% cell-free pure enzyme wells; activation, % at 5.96 µM; 0.073% of 340,000 active; AID 493087;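 active = activation above the mean of all tested compounds plus 3 SD, set per screening campaign, cut at about 17% in these data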
# MEKK3 PB1 HTS = MEKK3-MEK5 PB1 interaction, increase or decrease; 1.4% of 290,000 active; bead-based flow cytometry, Alexa488-MEK5 binding to MEKK3; actives lie on both sides; 0 = blocked by unlabeled MEK5, 100 = vehicle; binding response (% of control), % at 10 µM; Q99759;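 active = binding response more than 3 SD above or below the average of its plate-row segment, actives on both sides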;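 also: Alexa488 bead fluorescence after subtracting the streptavidin-only scavenger bead signal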
# CHRM4 PAM = potentiates acetylcholine response at human M4 receptor; 0.4% of 360,000 active; activation, % at 3 µM; P08173; AID 624126; CHO-K1 hM4/Gqi5, Fluo-8 calcium fluorescence, ACh EC20; 0% = ACh EC20, 100% = maximal ACh;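 active = activation above its plate's cutoff, the mean activation of sample wells plus 3 SD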; also: some results filed as inactive read as strong as hits
# CRFR2-BP antag = CRF-BP/CRF-R2 complex antagonism; AID 588475; HEK293 CRF-R2/CRF-BP, CRF-induced calcium fluorescence; inhibition, % at 11.8 µM; 0.59% of 350,000 active;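 active = inhibition of the ligand-induced calcium signal above about 50% at the single tested concentration, limit read from the data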
# GalR3 antag = antagonists of human GalR3 | O60755 | HEK293 GalR3-CNG cAMP membrane potential fluorescence; galR3 body fused to GalR1 C-terminus | inhibition, % at 3 µM | 0.44% of 360,000 active | AID 651719;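 active = inhibition above the screen-wide average plus 3 SD, cut at about 13% in these data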;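 also: forskolin and galanin both at EC90 stimulate the cells; cAMP rise reported by CNG channel membrane potential dye signal; 0% = forskolin plus galanin with DMSO and 100% = forskolin alone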
# p-CIP stab down = p/CIP protein destabilization. decrease of EGFP signal, % at 10 µM. F442A p/CIP-EGFP cells, EGFP fluorescence, 16 h. AID 1984. 0.01% of 290,000 active. Q05BA5;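 active = EGFP signal decrease of at least 30% at 10 µM or well 3 SD below plate mean, unless failing retest; inactive = the rest, including hits failing retest or dose response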; also: some compounds called inactive have numbers as strong as hits; many of its hits are not listed in these tables
# Target sequence (Q05BA5 1-1403): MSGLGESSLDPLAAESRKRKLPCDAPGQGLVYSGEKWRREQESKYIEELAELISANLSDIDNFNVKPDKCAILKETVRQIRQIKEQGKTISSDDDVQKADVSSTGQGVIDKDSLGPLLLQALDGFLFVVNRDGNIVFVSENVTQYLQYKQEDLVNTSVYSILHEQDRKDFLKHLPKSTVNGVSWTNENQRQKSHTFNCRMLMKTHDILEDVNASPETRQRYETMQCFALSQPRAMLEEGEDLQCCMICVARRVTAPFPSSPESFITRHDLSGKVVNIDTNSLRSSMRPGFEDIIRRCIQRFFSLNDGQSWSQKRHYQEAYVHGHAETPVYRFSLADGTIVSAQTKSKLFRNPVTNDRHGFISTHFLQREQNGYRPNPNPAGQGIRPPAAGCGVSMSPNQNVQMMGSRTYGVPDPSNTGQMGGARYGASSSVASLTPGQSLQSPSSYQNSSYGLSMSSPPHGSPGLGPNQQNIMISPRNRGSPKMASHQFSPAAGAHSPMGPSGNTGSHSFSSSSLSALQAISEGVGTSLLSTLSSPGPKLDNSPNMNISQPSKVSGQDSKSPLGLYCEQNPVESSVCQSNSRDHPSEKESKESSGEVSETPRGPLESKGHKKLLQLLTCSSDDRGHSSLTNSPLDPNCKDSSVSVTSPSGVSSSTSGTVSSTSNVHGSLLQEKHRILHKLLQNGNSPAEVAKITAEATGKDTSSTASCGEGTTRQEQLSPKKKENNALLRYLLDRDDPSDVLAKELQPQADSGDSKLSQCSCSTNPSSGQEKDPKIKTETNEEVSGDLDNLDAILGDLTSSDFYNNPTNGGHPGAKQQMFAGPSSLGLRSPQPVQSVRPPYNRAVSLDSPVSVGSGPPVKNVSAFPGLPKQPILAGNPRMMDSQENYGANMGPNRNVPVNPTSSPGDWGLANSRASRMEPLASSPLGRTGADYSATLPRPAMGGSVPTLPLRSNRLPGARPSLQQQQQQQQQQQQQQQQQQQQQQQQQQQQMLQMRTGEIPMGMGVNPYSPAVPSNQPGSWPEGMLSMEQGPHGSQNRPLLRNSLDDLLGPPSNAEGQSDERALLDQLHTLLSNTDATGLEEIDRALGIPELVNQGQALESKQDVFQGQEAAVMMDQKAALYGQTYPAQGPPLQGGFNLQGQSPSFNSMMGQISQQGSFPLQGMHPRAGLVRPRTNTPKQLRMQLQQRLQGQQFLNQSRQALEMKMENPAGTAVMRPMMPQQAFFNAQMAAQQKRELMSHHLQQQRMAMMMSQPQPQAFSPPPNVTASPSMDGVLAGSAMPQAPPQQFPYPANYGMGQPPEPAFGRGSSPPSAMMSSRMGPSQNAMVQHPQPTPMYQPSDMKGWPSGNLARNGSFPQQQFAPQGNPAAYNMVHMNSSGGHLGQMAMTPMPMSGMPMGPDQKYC
# PHOSPHO1 inh = PHOSPHO1 (human) inhibition; Q8TCT1; recombinant PHOSPHO1, absorbance phosphatase assay; inhibition, % at 13.3 µM; 1.1% of 290,000 active; in the data active = inhibition above about 60%
# IDE inh = cellular human IDE inhibition. inhibition, % at 5.59 µM. 0.41% of 320,000 active. P14735. AID 434962. HEK cells, FAbetaB cleavage, fluorescence polarization;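 active = percent inhibition above the average of all tested compounds plus 3 SD, set per screening campaign, cut at about 16% in these data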;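 also: IDE supplied by intact live HEK cells; FP after avidin binding of uncleaved biotin substrate so inhibition keeps polarization high; 0% = DMSO wells and 100% = 60 µM reference IDE inhibitor Ii1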
# Starred values were filed as active, the others as inactive; . = not tested or not shown.
SMILES,CRFR2-BP ag,IDE act,MEKK3 PB1 HTS,CHRM4 PAM,CRFR2-BP antag,GalR3 antag,p-CIP stab down,PHOSPHO1 inh,IDE inh
C=CCn1c(SC(C)C(=O)NCC2CCCO2)nnc1-c1ccc(OC)cc1 (configuration not stated),-0.5,3,.,9,2,-6,.,.,3
COc1ccc(-c2cc(-c3ccco3)[nH]c(=O)c2C#N)cc1,8.0,-2,98,-21,11,-4,-3,-11,-3
CC(C)Cc1nc(N2CCN(C(=O)c3ccco3)CC2)c(C#N)c2c1CCC2,0.0,-2,103,-5,-5,-4,-23,-25,9
O=[N+]([O-])c1nn(-c2ccccc2)n(O)c1=NCc1ccc2c(c1)OCO2,0.7,2,102,-2,28,-2,2,-7,5
CC1=NN(C(=O)Cc2ccc([N+](=O)[O-])cc2)C(O)(c2cccnc2)C1 (configuration not stated),0.6,5,79,2,-22,-5,14,4,-4
O=C(NCC(c1ccco1)N1CCCCC1)c1cccc(NS(=O)(=O)c2ccc(Br)cc2)c1 (configuration not stated),-0.9,6,.,-7,-15,-4,.,.,-10
N/C(=N\S(=O)(=O)c1ccccc1)c1ccc([N+](=O)[O-])cc1,1.3,2,96,-4,6,-2,-20,13,1
O=C1C(Cc2ccccc2)Nc2ncnc(N3CCc4ccccc4C3)c2N1Cc1ccccc1 (configuration not stated),0.4,-2,.,9,-2,.,.,.,-1
CCOc1ccc(C(=O)N(c2ccccn2)C2CCCCC2)cc1,-4.3,8,98,-6,11,-2,12,-10,4
Cn1c(NCc2cc(Br)ccc2O)nc2ccccc21,17,-2,105,-10,-21,-4,-2,-11,2
O=C(NCC1CCCO1)c1cncc(Br)c1 (configuration not stated),-0.2,-4,94,1,-5,-4,-11,16,10
CCN1CCn2c1nc(N1CCOCC1)nc2=O,-2.7,0,100,7,-15,-3,-8,1,-2
CCN(CC)S(=O)(=O)N1CCC(C(=O)NCCC2=CCCCC2)CC1,1.4,6,97,-1,-9,-7,1,-10,7
CNc1ccc(/C=C2\COc3ccccc3C2=O)cc1[N+](=O)[O-],-1.3,1,99,5,10,10,7,-7,6
CC1CCCN(S(=O)(=O)c2ccc(NC(=O)CN3CCN(C)CC3)cc2)C1 (configuration not stated),0.2,7,99,6,-3,-3,-6,32,7
COCCOC(=O)C1=C(C)Nc2ncnn2C1c1ccc(F)cc1 (configuration not stated),-0.5,8,97,9,18,1,-5,-7,-2
O=C(c1ccccc1SCc1ccc(F)cc1)N1CCOCC1,-3.4,-3,96,-10,-4,-6,-3,43,4
N#Cc1ccccc1COC(=O)c1cc(=O)c2ccccc2o1,1.0,0,99,7,-5,-7,-2,14,-7
O=C(COC(=O)[C@@H]1CCCN1S(=O)(=O)c1ccc(Cl)cc1)NCC(F)(F)F,-0.8,-3,102,9,-15,-2,-7,-8,7
CCOC(=O)C(NC(=O)CC)(N1CCc2ccccc2C1)C(F)(F)F (configuration not stated),-2.1,7,104,10,-10,-4,-11,-14,1
CC(C)N(C)Cc1nnnn1CC(=O)NCc1cc(F)cc(C(F)(F)F)c1,1.3,5,103,1,1,-6,0,.,.
Cn1cccc1Cc1nnc(SCC(=O)N2CCN(c3ccccc3)CC2)n1-c1ccc(F)cc1,-2.2,2,105,2,52*,-4,-9,70*,5
Cc1ccc(-c2nc(CS(=O)CC(=O)NCc3ccccc3)c(C)o2)cc1 (configuration not stated),-0.6,1,111,2,-15,.,-13,5,3
CCN(CC(=O)Nc1c(F)cccc1F)C(=O)CSc1nnc(-c2ccco2)n1CC,0.3,1,93,7,-11,0,19,33,-3
Cc1nnc(NC(=O)CSc2nc(C3CCCCC3)nc3ccccc23)s1,0.3,7,96,7,-34,1,0,-15,9
COc1ccc(C(=O)NNC(=S)NC(=O)c2ccc(OC)cc2)cc1,51*,0,102,-13,10,-8,-8,-172,-3
COc1ccc(CSc2nnc(NC(C)=O)s2)cc1[N+](=O)[O-],-0.4,-8,94,2,-1,3,-23,6,.
CCOC(=O)c1[nH]c(C)c(C(=O)Nc2ccc(C)c(F)c2)c1C,-1.6,-2,100,1,-17,.,-6,-7,-4
COc1cccc(N(C(=O)CCl)C(C(=O)NCCc2ccccc2)c2cccs2)c1 (configuration not stated),-1.3,0,99,-8,-25,-5,1,-10,-1
COc1cccc(CN(C)C(=O)COc2ccc(C(=O)c3ccc(Cl)cc3)cc2)c1OC,6.8,-3,100,-2,9,-8,3,15,0
COc1ccccc1-c1noc(-c2cccs2)n1,0.1,-2,98,7,-7,-1,-8,28,2
O=C(N/N=C/c1c(Cl)cccc1Cl)c1cccc(F)c1,-1.6,-3,104,-1,-32,.,-6,-23,3
Cc1ccc(C2CC(=O)C=C(NCc3ccccc3)C2)cc1 (configuration not stated),-2.8,-2,101,0,-7,0,-6,32,4
COc1ccc(NC(=O)C(NC(=O)CNC(C)=O)c2ccc(C)cc2)cc1 (configuration not stated),-0.1,7,107,7,16,-5,-28,0,8
CCCN1CCN(C(=O)c2ccc3[nH]c(C)c(C)c3c2)CC1,0.3,.,.,-2,9,3,.,.,.
CC(C(=O)Nc1ccccn1)N1C(=O)C2C3C=CC(C3)C2C1=O (configuration not stated),-1.3,4,102,12,-2,-2,-4,30,-2
Cc1cc(OC(=O)C2CC2)c([N+](=O)[O-])c(=O)[nH]1,0.5,-4,100,9,6,-1,10,-10,-1
O=c1c2cnn(-c3ccccc3)c2ncn1Cc1cccnc1,-1.0,7,98,8,-13,-3,-14,28,4
O=C(Nc1ccc2c(c1)OCCO2)C1CCCN(c2ncccn2)C1 (configuration not stated),-1.2,0,100,0,7,-6,2,17,6
COC(=O)c1cc(S(=O)(=O)N2CCCC(C)C2)cn1C (configuration not stated),1.9,5,100,8,-20,-10,3,30,4
COc1ccc(NC(=O)c2cc(OC)c(OC)c(OC)c2)cn1,0.1,5,.,3,1,3,-15,7,-3
CCOc1ccc(NC(=O)CNC(=O)c2ccc(OC)cc2)cc1,2.3,1,102,-10,-22,-2,-8,13,3
Cc1ccc(NC(=O)N(Cc2cccnc2)Cc2ccco2)cc1C,-1.5,-3,102,-4,-8,-5,10,4,-3
O=C(Nc1cccc(Cl)c1Cl)c1ccccc1OCC(=O)N1CCOCC1,-1.6,-2,103,-6,3,-1,9,23,4
O=C(NCCN1CCOCC1)c1cc(-c2ccc(Cl)s2)nc2ccccc12,-0.7,0,102,4,-12,-4,5,10,3
CCOc1ccc(C(=O)N[C@H](C(=O)Nc2cccc(S(=O)(=O)N3CCOCC3)c2)C(C)C)cc1,-0.9,1,.,2,0,-4,.,.,.
CC(c1ccon1)N(C)Cc1cn[nH]c1-c1ccc(F)cc1F (configuration not stated),0.3,4,87,6,-6,-4,-4,27,-4
CN1CCN(C(=O)c2ccc(-n3cccn3)nc2)CC1,-0.1,3,81,-2,7,-6,-10,28,-10
O=C(Nc1nnc(-c2ccccc2)s1)c1ccccc1O,14,-3,104,5,16,-12,0,-23,-1
Cc1cc(C(=O)NC2CCCCC2)c(C)o1,-1.9,7,.,3,5,-4,.,.,-5
CCCNC(=O)NC1CCCCCCC1,2.1,-1,100,-2,2,4,-4,20,1
CCCc1cc(NCCCN(C)C)n2c(nc3ccccc32)c1C#N,1.6,2,101,1,8,-8,-1,7,1
O=C1CN(C(=O)COC(=O)/C=C/c2ccco2)c2ccccc2N1,-1.0,6,104,-4,5,1,-13,48,-2
CCN(CC)S(=O)(=O)c1cccc(C(=O)OCC(=O)c2ccc3c(c2)OCCO3)c1,12,3,98,-7,-76,-1,-16,-27,-4
Cc1cc(C)c(NC(=O)CSc2nncn2-c2cccnc2)c(C)c1,0.5,1,99,7,-9,-5,-2,32,4
CN(C)C=Nc1nonc1-c1ccc(Cl)cc1,-5.6,2,100,-14,13,-6,-7,21,4
CN1CCN(C=Nc2nc3ccccc3nc2N2CCCC2)CC1,2.3,-8,102,1,-3,-7,-12,30,3
COc1ccc(S(=O)(=O)NCc2cc(-c3ccccc3Cl)no2)cc1,1.5,6,106,6,-21,0,-5,28,3
CCC(=O)NC1=C(C#N)C2(CCCC2)Cc2ccccc21,0.4,1,99,-1,4,-1,0,4,2
COC(=O)c1c(C(=O)OC)c2oc3ccccc3n2c1Cl,-2.1,3,118,2,-5,5,-11,-4,8

# Limited to PHOSPHO1 inh and CHRM4 PAM, for 7 of the compounds above:
SMILES	PHOSPHO1 inh	CHRM4 PAM
CCN(CC)S(=O)(=O)c1cccc(C(=O)OCC(=O)c2ccc3c(c2)OCCO3)c1	-27	-7
Cc1cc(C)c(NC(=O)CSc2nncn2-c2cccnc2)c(C)c1	32	7
CN(C)C=Nc1nonc1-c1ccc(Cl)cc1	21	-14
CN1CCN(C=Nc2nc3ccccc3nc2N2CCCC2)CC1	30	1
COc1ccc(S(=O)(=O)NCc2cc(-c3ccccc3Cl)no2)cc1	28	6
CCC(=O)NC1=C(C#N)C2(CCCC2)Cc2ccccc21	4	-1
COC(=O)c1c(C(=O)OC)c2oc3ccccc3n2c1Cl	-4	2

# Continued.
SMILES,CRFR2-BP ag,IDE act,MEKK3 PB1 HTS,CHRM4 PAM,CRFR2-BP antag,GalR3 antag,p-CIP stab down,PHOSPHO1 inh,IDE inh
CC(O)(CS(=O)(=O)Cc1ccccc1)c1ccccc1Cl (configuration not stated),1.6,0,96,-1,-13,-12,2,-12,2
Cc1ccc2cc(C(c3nnnn3C3CCCC3)N3CCOCC3)c(=O)[nH]c2c1C (configuration not stated),0.8,3,99,2,0,-3,-8,15,0
O=C(NCCSc1c(-c2ccccc2)[nH]c2ccccc12)c1cc2ccccc2oc1=O,8.0,-3,109,-6,-29,.,-3,-9,1
CC(C)(C)N(NC(=O)c1ccccc1)C(=O)c1ccc(C(=O)N(NC(=O)c2ccccc2)C(C)(C)C)cc1,3.2,-4,104,15,2,-8,5,2,4
O=C(COC(=O)C1CC2CCCC(C1)C2=O)Nc1ccccc1 (configuration not stated),0.2,2,.,8,7,-5,.,.,-1
Cc1ncsc1C(=O)N1CCCC(CNS(=O)(=O)c2cccs2)C1 (configuration not stated),2.8,2,103,10,-21,-2,-10,30,5
O=C(COC(=O)c1ccccn1)NCc1ccccc1Cl,-0.8,1,98,9,10,-2,-6,-11,-2
O=C(CSc1ncnc2sc3c(c12)CCCC3)N1CCC(c2noc3ccc(F)cc23)CC1,-1.2,0,102,5,1,-8,0,13,2
Cc1ccc(OCC(O)CNCc2ccccc2)cc1C (configuration not stated),-0.9,2,94,-15,-5,-6,-4,2,-1
COc1ccccc1CNc1ncnc2c1cnn2-c1ccccc1,1.2,-4,99,8,-2,-6,5,22,-1
CCCCOc1ccc(C(=O)NCC(=O)NCC2CCCO2)cc1 (configuration not stated),-0.6,2,100,1,2,1,11,0,2
Cc1cccc(NC2=C(C#N)C(=O)NC3(CCCC3)S2)c1,-0.7,1,107,15*,21,-7,-4,28,0
CC1CN(c2ccc(Cl)cc2[N+](=O)[O-])CCN1S(C)(=O)=O (configuration not stated),-9.5,9,86,-4,-7,-1,-16,23,1
O=C(NCCS(=O)(=O)NC1CCCCC1)c1ccccc1,-4.0,0,.,5,9,-4,.,.,-3

# Reformatted with two lines to a compound: three of the compounds above
# Values in the order – CRFR2-BP ag, IDE act, MEKK3 PB1 HTS, CHRM4 PAM, CRFR2-BP antag, GalR3 antag, p-CIP stab down, PHOSPHO1 inh, IDE inh
- O=C(COC(=O)c1ccccn1)NCc1ccccc1Cl
 : -0.8, 1, 98, 9, 10, -2, -6, -11, -2
- O=C(CSc1ncnc2sc3c(c12)CCCC3)N1CCC(c2noc3ccc(F)cc23)CC1
 : -1.2, 0, 102, 5, 1, -8, 0, 13, 2
- Cc1ccc(OCC(O)CNCc2ccccc2)cc1C (configuration not stated)
 : -0.9, 2, 94, -15, -5, -6, -4, 2, -1

# Not a hit list; overall some 4.2% were active at least once.
